S3 lipid droplet: qHTS Assay for Lipid Storage Modulators in Drosophila S3 Cells; Drosophila S3 cells, BODIPY lipid droplet fluorescence, 18-24 h; cells fed with added oleic acid; lipid storage change, negative = inhibition, % at the top dose, mostly 46.1 µM; hits show Potency in µM; actives 0.64% (n = 320,000); AID 2685; active = well fitted inhibition curve with a large enough effect in the signal ratio, with a control signal flat, not every such curve was filed as active; inconclusive = small, poorly fitted or top-dose-only effect, or effect the other way, or a change in a side signal; the % refers to the signal ratio
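Drosophila S3 cells loaded with oleic acid (400 uM, as added) and compounds at several concentrations; lipid droplets imaged by 488-nm laser-scanning cytometry, 500–530 nm intensity and object ratio to cell channel. Percent activity normalized to 20 uM Triacsin C.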
S3 lipid droplet cell count max: also measured in S3 lipid droplet; calls as there; cell number change, %; measured here: cell count max response;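 cells counted by Cell Tracker Red CMTPX staining in the red channel; peak over a dose series mostly up to 46.1 µM; percent activity relative to internal control wells on each plate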
Active calls of the source: *; i = inactive; ? = inconclusive; / = no result given. % is scaled to controls: 0 for no effect and ±100 for the full control effect; potency is read from the fitted curve at half-maximal effect. This is a subset (hit frequency here may not be typical).

SMILES | S3 lipid droplet | S3 lipid droplet cell count max
C=Cn1cc[n+](CC(=O)c2ccc(Br)s2)c1 | i | -18
CCN(CC)C(=O)CSc1nc2ccccc2n1CC(=O)N1CCN(c2ccccc2OC)CC1 | i | 18
CC(NS(=O)(=O)c1ccc(Br)cc1)C(c1cccs1)N1CCN(C)CC1 (stereo not given) | 9% | /
Cc1cccc(CCNC(=O)c2oc3c(C)c(C)ccc3c2C)n1 | ? | /
CCC(=O)NC(=S)Nc1ccc(N2CCN(C(=O)c3ccc(Cl)cc3)CC2)cc1 | i | -9
CCOc1ccc(CCNC(=O)COC(=O)CCC(=O)c2cccs2)cc1OCC | i | 15
CCC(=O)N1CCc2cc(S(=O)(=O)N3CCN(c4cc(C)ccc4C)CC3)ccc21 | ? | /
COc1ccccc1NC(=O)c1ccc(Br)o1 | i | /
COc1cc(/C=N/N(C)c2ccccc2)ccc1O | i | 6
CN(Cc1cc(=O)n2ccsc2n1)Cc1nc2ccccc2c(=O)[nH]1 | i | /

Retrieved by structure from the entries so far (4):
SMILES | S3 lipid droplet | S3 lipid droplet cell count max
C=Cn1cc[n+](CC(=O)c2ccc(Br)s2)c1 | i | -18
CC(NS(=O)(=O)c1ccc(Br)cc1)C(c1cccs1)N1CCN(C)CC1 (stereo not given) | 9% | /
COc1ccccc1NC(=O)c1ccc(Br)o1 | i | /
CCOc1ccc(CCNC(=O)COC(=O)CCC(=O)c2cccs2)cc1OCC | i | 15

Additional compounds
SMILES | S3 lipid droplet | S3 lipid droplet cell count max
COc1ccccc1NC(=O)c1cn(C)c(=O)c2cc(OC)c(OC)cc12 | ? | /
COc1cccc(-c2c(NC(C)=O)n(C)c3ccccc3c2=O)c1 | ? | /
Cc1cc(C)nc(N/N=C/c2ccccc2OCc2ccc([N+](=O)[O-])cc2)n1 | ? | /
Cc1ccc(Cl)cc1Nc1nc(-c2sc(NC(=O)c3ccco3)nc2C)cs1 | -15% | -19
Cc1ccccc1OCCNC(=O)/C=C/c1ccccc1 | ? | /
Cc1ccc(Nc2c(F)c(F)c(F)c(F)c2C(=O)O)c(C)c1 | -2% | /
Cc1nc(C)c(C(=O)C2=C(O)C(=O)N(CCN3CCOCC3)C2c2cccs2)s1 (stereo not given) | 5% | 9
COc1ccccc1C(=O)NCC(=O)NNC(=O)C1COc2ccccc2O1 (stereo not given) | i | -8
CC(=O)c1c(C(C)=O)c(C)n(-c2nc(-c3cccs3)c(C)s2)c1C | ? | /
COc1cc2c(C(=O)N3CCN(C)CC3)c(C)n(-c3ccccc3)c2cc1Br | 14% | -12
Cc1cccc(NC(=S)N(Cc2ccco2)C(C)c2cccs2)c1 (stereo not given) | -10% | 5
NC(=O)CC(NC(=O)Cc1ccc(Br)cc1)c1ccc(NCCN2CCCC2)c([N+](=O)[O-])c1 (stereo not given) | ? | /
O=C(Nc1ccc2nc(-c3ccccn3)[nH]c2c1)C1CCCCC1 | ? | /
Cc1c(C)c2ccc(OCC(=O)N3CCC(C(=O)O)CC3)c(C)c2oc1=O | -12% | 6
COc1cc(C(c2sc3nc(C)nn3c2O)N2CC(C)OC(C)C2)cc(OC)c1OC (stereo not given) | i | /
COc1ccc(C2CC(c3ccccc3OC(=O)/C=C/c3ccccc3)=NN2C(C)=O)cc1 (stereo not given) | ? | /
CCOC(=O)C(CC)Sc1ncnc2c1nnn2-c1ccc(F)cc1 (stereo not given) | -6% | -19
COc1ccc(N(CC(=O)Nc2cccc(C(F)(F)F)c2)S(=O)(=O)c2c(C)[nH]c(=O)[nH]c2=O)cc1 | 1% | /
Cc1ccc(NS(=O)(=O)c2ccc(N3CCN(c4ccc(O)cc4)CC3)c([N+](=O)[O-])c2)c(C)c1 | 6% | -9
CCN(CC)c1ccc(/C=C2\C(=N)N3N=C(CC(=O)N4CCOCC4)SC3=NC2=O)cc1 | ? | /
Cc1ccc(C(=O)N/C(=C\c2ccccc2)C(=O)NCc2ccncc2)cc1 | -9% | -18
COc1ccc(OC)c(NC(=O)NNC(=O)CCCOc2ccc(Cl)cc2C)c1 | 7% | 4
CC(C)c1ccc(NC(=O)c2csnn2)cc1 | ? | /
O=C(COc1ccccc1)N(Cc1ccco1)C1CCS(=O)(=O)C1 (stereo not given) | ? | /
CC(=O)N/N=C/c1ccc(OCCOc2ccc(Br)cc2)cc1 | ? | /
CCOC(=O)c1cnc2ccc(OCC)cc2c1NCCCN1CCOCC1 | ? | /
CCOC(=O)c1[nH]c2ccccc2c1NC(=O)CC(C)(C)C | ? | /
Cc1cc(Cl)ccc1OC(C)C(=O)NCCCn1ccnc1 (stereo not given) | 5% | 4
O=C(Nc1ccccc1)c1cc(N2CCOCC2)nc2ccccc12 | 23% | -10
OCCCNC(c1ccccc1)c1ccc(O)cc1 (stereo not given) | -3% | 2
Nc1nnnn1CC(=O)N/N=C/c1cc([N+](=O)[O-])ccc1O | ? | /
N#CC1(NC(=O)CN2C(=O)NC3(CCCCCC3)C2=O)CCCCC1 | i | -5
COc1ccc(CN(C)CC(=O)NC(=O)NC2CCCCC2)cc1 | 5% | -24
O=C(NCc1ccc(F)cc1)N1CCc2ccccc2C1 | i | 18
Cc1ccc(N=C2NC(=O)/C(=C\c3ccsc3)S2)c(C)c1 | -16% | -2
Cc1ccc(N/N=C2\CC(=O)c3ccccc32)cc1Cl | -17% | -9
CC(=O)c1ccc(COC(=O)c2ccccc2NC(=O)C(C)C)cc1 | ? | /
C=COC(=O)CSc1snc(SCC(=O)OC)c1C#N | ? | /
Cc1c(C(=O)N2CCN(Cc3ccccc3)CC2)oc2c1C(=O)CCC2 | 12% | /
NS(=O)(=O)c1ccc(N=Nc2c(-c3ccccc3)[nH]n(-c3nc(-c4ccccc4)cs3)c2=O)cc1 | -2% | -16

3 entries out of the list, arranged by SMILES length, largest number first:
SMILES | S3 lipid droplet | S3 lipid droplet cell count max
Cc1ccc(N=C2NC(=O)/C(=C\c3ccsc3)S2)c(C)c1 | -16% | -2
COc1ccc(CN(C)CC(=O)NC(=O)NC2CCCCC2)cc1 | 5% | -24
Cc1ccc(N/N=C2\CC(=O)c3ccccc32)cc1Cl | -17% | -9

Carrying on.
SMILES | S3 lipid droplet | S3 lipid droplet cell count max
CCCCc1ccc(NC(=O)CSC2=NN3CCCC(=O)N=C3S2)cc1 | ? | /
CC(C)(C)c1ccc(S(=O)(=O)NCc2ccc(C(=O)N3CCOCC3)cc2)cc1 | ? | /
Cc1cc2oc(=O)cc(CN3CCOCC3)c2cc1Cl | ? | /
COc1ccc(N2CCOCC2)c(NC(=O)c2cc3ccccc3o2)c1 | ? | /
O=C1C=C(c2ccc(CO)cc2)C[C@@H](c2ccc3c(c2)OCO3)C1 | ? | /
Cc1cc(Cl)c(C(=O)Nc2cccc(C(F)(F)F)c2)c(C)n1 | ? | /
Cc1ccc(/C=C/C(=O)Oc2ccc(C#N)cc2)o1 | ? | /
CC1Cc2nc(SCC(=O)N3CCN(c4ccccc4)CC3)n(C)c(=O)c2S1 (stereo not given) | ? | /
CSc1ccccc1C(=O)N(C)Cc1ccccc1 | ? | /
CCC(C)C(NC(=O)C1CCC(C)CC1)C(=O)NCCCN1CCCCC1CC (stereo not given) | -10% | -6
CCN(CC)CCCNC(=O)Cc1c(C(=O)O)n(C)c2ccccc12 | ? | /
COc1ccc(-c2cc(C(N)=O)nc(N3CCCCCC3)n2)cc1 | ? | /
O=C(NCCc1ccccc1)c1cccs1 | ? | /
COc1cccc(NC(=O)CN(C)C(=O)Cc2ccc(Cl)cc2Cl)c1 | ? | /
Cc1cc(N2CCCCC2)nc(N2CCCCC2)n1 | ? | /
COC(=O)c1ccc(/C=N/NC(=O)C(=O)NCC2CCCO2)cc1 (stereo not given) | -1% | -1
COc1cc(NC(=O)c2cc(C)on2)cc(OC)c1OC | ? | /
CCCOc1nc(C)cc(COC)c1C(N)=O | -8% | -5
O=c1[nH]c(CN2CCc3ccccc32)nc2scc(-c3cccs3)c12 | ? | /
COc1ccc(/C=C2\SC(=S)N(CCC(=O)N3CCCCC3CCO)C2=O)cc1 (stereo not given) | 21µM* | -3.1*
COc1cc(Br)cc(CN2CCN(C/C=C/c3ccccc3)CC2)c1O | 18% | -8
C=CCN1C(=O)C(CC(=O)NCC)SC1=Nc1cc(Cl)ccc1Cl (stereo not given) | ? | /
COc1cccc(CNCc2ccc3c(c2)OCO3)c1 | ? | /
O=[N+]([O-])c1ccc(-c2cn3c(n2)CCC3)cc1 | 7% | 14
CCN1C(=O)N(CN2CCOCC2)C2C1N(CN1CCOCC1)C(=O)N2CC (stereo not given) | i | -6
C/C(=N\NC(=S)Nc1ccc(F)cc1)C1CC1 | ? | /
CCCCOc1ccc(C(=O)NCC(=O)N2CC(C)CC(C)C2)cc1 (stereo not given) | ? | /
Cc1cc(C(=O)CCC(=O)N(C)CC(=O)Nc2ccccc2Br)c(C)s1 | 20% | -3
O=C(O)CCSc1ncnc2sc(-c3ccccc3)cc12 | -3% | 14
O=C(Nc1ccc(N2CCCCC2)cc1)c1cc([N+](=O)[O-])cc([N+](=O)[O-])c1 | ? | /
CC(C)(C)NC(=O)CCN1CCOCC1 | i | -9
COc1ccc([C@H](NC(=O)OC(C)(C)C)C(=O)OC(C)(C)C)cc1 | ? | /
COC1(OC)C(=N/O)/C(=N\O)CCC1O (stereo not given) | ? | /
O=C(NC(=S)NNC(=O)c1ccccc1O)c1ccco1 | ? | /
CC(C)NC(=O)c1cc(=O)n(C)c(=O)n1C | ? | /
CCOC(Cn1ccc(=O)[nH]c1=O)OCC | ? | /
Nn1c(SCc2ccc([N+](=O)[O-])cc2)nc2ccccc2c1=O | ? | /
Cc1ccc(NC(=O)Cc2c(Cl)cccc2Cl)cc1S(=O)(=O)N(C)C | ? | /
O=C1CN(C(=O)CSc2nc(-c3ccc(Cl)cc3)cs2)c2ccccc2N1 | ? | /
CCOC(=O)C1(CCc2ccccc2)CCN(C(=O)CCc2cnccn2)CC1 | ? | /

Compounds listed so far that contain a furan ring, fused or not, in the order listed:
SMILES | S3 lipid droplet | S3 lipid droplet cell count max
Cc1cccc(CCNC(=O)c2oc3c(C)c(C)ccc3c2C)n1 | ? | /
COc1ccccc1NC(=O)c1ccc(Br)o1 | i | /
Cc1ccc(Cl)cc1Nc1nc(-c2sc(NC(=O)c3ccco3)nc2C)cs1 | -15% | -19
Cc1cccc(NC(=S)N(Cc2ccco2)C(C)c2cccs2)c1 (stereo not given) | -10% | 5
O=C(COc1ccccc1)N(Cc1ccco1)C1CCS(=O)(=O)C1 (stereo not given) | ? | /
Cc1c(C(=O)N2CCN(Cc3ccccc3)CC2)oc2c1C(=O)CCC2 | 12% | /
COc1ccc(N2CCOCC2)c(NC(=O)c2cc3ccccc3o2)c1 | ? | /
Cc1ccc(/C=C/C(=O)Oc2ccc(C#N)cc2)o1 | ? | /
O=C(NC(=S)NNC(=O)c1ccccc1O)c1ccco1 | ? | /

Further compounds
SMILES | S3 lipid droplet | S3 lipid droplet cell count max
CCNC(=O)c1cc(Br)ccc1Cl | ? | /
CCOC(=O)C1CCCNC1=O (stereo not given) | -4% | 17
O=C(/C=C/c1cccs1)c1ccc(NC(=O)c2ccccc2F)cc1 | -8% | 14
COc1ccc(CN(C)C(=O)Cc2c[nH]c3ccccc23)cc1 | 6% | 14
COc1ccc(N2CCCn3c2nc2c3c(=O)n(Cc3ccc(F)cc3)c(=O)n2C)c(OC)c1 | i | 8
Cc1c(NC(=O)CC(C)C)c(=O)n(-c2ccccc2)n1C | ? | /
Cc1nn(C)c(Cl)c1CN1CCN(C2CCCCC2)C(CCO)C1 (stereo not given) | 3% | 3
COc1cc(/C=N/NC(=O)c2ccc3c(c2)OCCO3)cc(Br)c1O | 12% | 4
Cc1cc2nccc(-c3ccc(F)cc3)n2n1 | 17% | 7
COCCNC(=O)CNS(=O)(=O)c1ccc2nc(C)sc2c1 | 9% | 11
Cc1ccc(/C=N/n2c(-c3ccccn3)n[nH]c2=S)o1 | 0% | 12
CCc1c(C)nc2ncnn2c1NCCc1ccc(OC)cc1 | -19% | -20
CC(=O)c1ccc(OCC(=O)N(C2CCCCC2)C2CCS(=O)(=O)C2)cc1 (stereo not given) | 4% | -5
Cc1ccc(C(=O)NCCc2nnc3ccc(SCC(=O)Nc4ccccc4F)nn23)cc1 | ? | /
Cc1cc(=O)n2[nH]c(COc3ccccc3)nc2n1 | ? | /
COc1ccccc1N(CC(O)CN1C(=O)NC(C)(C)C1=O)S(=O)(=O)c1ccc(C)cc1 (stereo not given) | ? | /
COC(=O)Nc1ccc(=O)n(Cc2c(Cl)cccc2Cl)c1 | 9% | 14
O=C(NNc1c2ccccc2nc2ccccc12)c1cc2ccccc2cc1O | ? | /
Cn1c(N)c(C(=O)COC(=O)CCC(=O)c2ccc(F)cc2)c(=O)n(C)c1=O | ? | /
CCC(C)NC(=O)C1CCCN(c2nc(C)cc(OC)n2)C1 (stereo not given) | 11% | 10
Cn1c(=O)c(C(=O)NCC2CCCO2)c(O)c2ccccc21 (stereo not given) | 20% | -2
CCCCc1nnc(NC(=O)C(=O)OCC)s1 | i | /
COC(=O)c1cc(NC(=O)Cc2coc3cc(OC)ccc23)cc(C(=O)OC)c1 | ? | /
CCOC(=O)c1[nH]cnc1C(=O)Nc1cccc(OC)c1 | 25% | 19
N#CCCN(C(=O)COC(=O)c1ccc2c(c1)OCO2)c1ccccc1 | ? | /

Screening data deposited in PubChem by National Center for Advancing Translational Sciences (NCATS).
